Screening data from PubChem.
LEDGF integ inh = blocks HIV-1 LEDGF/p75-dependent DNA integration; inhibition, % at 3.7 µM; AID 743269; 370,000 tested, 0.64% active; TR-FRET IN-LEDGF/p75 DNA integration, Eu/Cy5;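 active means inhibition above the screen-wide mean plus 3 SD, cut at about 13% in these data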;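 further: signal is the Cy5 over europium emission ratio at 671 and 618 nm; 0% = plate median of compound wells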
MBD2 DNA inh = blocks human MBD2 binding to methylated DNA; Q9UBB5; TR-FRET, MBD2 binding to methylated oligonucleotide; inhibition, % at 4.4 µM; 370,000 tested, 0.31% active; in the data active means inhibition above about 13%
GC-B act = GC-B (human) receptor activation. P20594. HEK293-GC-B cells, CNP EC30, cGMP TR-FRET; 0% at EC30 CNP, 100% saturating CNP. activation, % at 10 µM. 370,000 tested, 0.11% active;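 active means activation at 10 µM reaching about 35% in either raw or pattern-adjusted values, limit read from the data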
Target sequence (P20594 whole entry, looked up): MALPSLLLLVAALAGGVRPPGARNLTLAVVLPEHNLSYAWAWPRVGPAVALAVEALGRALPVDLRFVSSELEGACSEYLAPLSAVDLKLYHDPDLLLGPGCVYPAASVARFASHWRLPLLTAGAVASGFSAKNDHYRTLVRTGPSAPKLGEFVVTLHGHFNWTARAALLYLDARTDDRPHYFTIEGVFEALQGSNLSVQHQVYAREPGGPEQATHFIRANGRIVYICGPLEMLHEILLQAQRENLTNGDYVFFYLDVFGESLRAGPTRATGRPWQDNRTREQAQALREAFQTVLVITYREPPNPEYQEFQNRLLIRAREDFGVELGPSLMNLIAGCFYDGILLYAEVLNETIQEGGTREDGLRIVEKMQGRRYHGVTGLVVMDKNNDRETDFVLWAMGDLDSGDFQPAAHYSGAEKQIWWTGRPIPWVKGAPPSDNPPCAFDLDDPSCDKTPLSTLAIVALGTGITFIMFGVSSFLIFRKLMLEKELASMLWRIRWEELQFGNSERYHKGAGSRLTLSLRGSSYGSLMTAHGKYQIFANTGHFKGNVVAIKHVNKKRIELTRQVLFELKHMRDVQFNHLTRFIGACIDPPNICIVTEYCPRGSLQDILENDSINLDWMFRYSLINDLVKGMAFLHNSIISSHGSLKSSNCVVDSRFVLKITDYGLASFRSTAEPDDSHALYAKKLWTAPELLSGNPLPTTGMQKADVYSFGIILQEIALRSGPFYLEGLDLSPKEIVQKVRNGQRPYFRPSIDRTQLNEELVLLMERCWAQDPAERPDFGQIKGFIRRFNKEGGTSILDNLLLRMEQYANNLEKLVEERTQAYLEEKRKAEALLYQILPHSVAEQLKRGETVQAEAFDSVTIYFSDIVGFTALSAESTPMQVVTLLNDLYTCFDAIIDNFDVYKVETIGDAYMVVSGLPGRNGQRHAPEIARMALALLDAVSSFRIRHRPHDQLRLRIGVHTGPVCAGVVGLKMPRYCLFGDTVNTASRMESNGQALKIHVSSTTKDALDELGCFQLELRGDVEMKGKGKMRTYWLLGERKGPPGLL
rCAG RNA binder = binds r(CAG) RNA repeats; r(CAG) RNA repeat, TO-PRO-1 dye displacement fluorescence; AID 651821; inhibition, % at 3 µM; 370,000 tested, 1.3% active;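 active means inhibition above the plate cutoff, the mean of all test compounds on that plate plus 3 SD, cut at about 35% in these data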;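 further: 0% = DMSO alone and 100% = 100 µM mitoxantrone as full dye displacement; higher means more dye released from RNA so lower well fluorescence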
PRMT1 inh = inhibitors of human PRMT1 | Q99873 | recombinant PRMT1, activity-based probe fluorescence polarization | inhibition, % at 2.79 µM | 370,000 tested, 1.3% active | AID 652257;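 active means inhibition above about 21% made by adding two undisclosed values, limit read from the data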
ABHD4 inh = ABHD4 (mouse) inhibition, primary FP screen; purified mABHD4, FP-Rh probe fluorescence polarization; inhibition, % at 8.92 µM; 370,000 tested, 0.54% active; AID 720543;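 active means inhibition exceeding the mean over every tested compound plus 3 SD, cut at about 30% in these data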;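 further: 0% = plate median of compound wells and 100% = S159A mutant with DMSO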
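Test system: mouse ABHD4 enzyme, wild type. Reagent: FP-Rh fluorescent activity-based probe, added after compound pre-incubation. Timing: pre-incubation 45 min, probe exposure 60 min, at 25 °C. Technique: FP readout, ex 525 nm / em 598 nm. Benchmarks: high control S159A mutant with DMSO, low control median of compound wells.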
HTRA1 inhibitor = inhibitors of human serine peptidase HTRA1; recombinant HTRA1, FP-rhodamine activity-based probe, fluorescence polarization; inhibition, % at 5.96 µM; 340,000 tested, 0.5% active; AID 504803; in the data active means inhibition above about 36%;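 further: 0% = enzyme with DMSO and 100% = wells lacking enzyme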
TCR-CD3 inh = inhibitors of human TCR-CD3 interaction; TAMRA-labeled TCR probe fluorescence, biochemical; inhibition, % at 9.4 µM; 360,000 tested, 0.37% active; in the data active means inhibition above about 19%;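 further: recombinant mutant TCR 2C K166C tagged with TAMRA read by polarization; 0% = receptor in buffer alone and 100% = receptor with positive control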
SIAE primary = human SIAE inhibition, primary screen | Q9HAT2 | SIAE FP-Rh probe binding, fluorescence polarization | inhibition, % at 9.66 µM | 370,000 tested, 0.69% active | AID 1053197;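 active means inhibition above a cutoff: mean of compounds within the control limits plus 3 SD of those, cut at about 17% in these data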;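 further: 0% = plate median of compound wells and 100% = probe without SIAE protein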
TDP2 absorb = TDP2 (human) inhibition, absorbance primary screen | O95551 | recombinant TDP2, T5PNP hydrolysis, p-nitrophenol absorbance 415 nm | inhibition, % at 12.8 µM | 370,000 tested, 0.34% active | AID 720702;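 active means inhibition above the mean of all tested compounds plus 3 SD, set per campaign, cut at about 25% in these data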;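 further: 0% = DMSO with enzyme and 100% = buffer with substrate but no TDP2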
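test system = human TDP2 enzyme | input = TDP2 enzyme at 120 nM final | medium = 50 mM Tris-HCl pH 7.5 with Mg2+, KCl, DTT, BSA | also added = T5PNP substrate, 5 mM | times = 2 h at 37 °C | technique = epi absorbance | benchmarks = high control without enzyme, low control DMSO plus TDP2 | replication = each compound tested once, singlicate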
* = called active by the depositor; · = no result given.

smiles,LEDGF integ inh,MBD2 DNA inh,GC-B act,rCAG RNA binder,PRMT1 inh,ABHD4 inh,HTRA1 inhibitor,TCR-CD3 inh,SIAE primary,TDP2 absorb
CSc1cccc(NC(=O)CCCOc2ccccc2)c1,1,-1,0,1,1,-7,-10,-5,1,-14
CCOc1ccc(-n2c(SC(C)C)nc3c(c2=O)SCC3)cc1,0,0,1,0,0,-4,-18,1,-2,-18
COc1ccc(Cn2cc(F)c(=O)n(C)c2=O)cc1[N+](=O)[O-],5,-3,-3,0,-6,5,9,2,-1,6
O=C(CN1C2CCCC1CC(NC(=O)c1ccco1)C2)Nc1ccccc1 (stereo not given),-4,1,-1,-2,0,-184,11,-7,-2,2
O=C(Nc1ccc(F)cc1)N1CCOCC1,4,-4,1,2,0,3,0,0,1,15
COCCCNC(=O)c1ccc(-c2c(C)noc2C)c2ccoc12,-4,0,13,-1,0,-7,·,-3,-4,4
O=C(Nc1ccc(OCC(F)(F)C(F)F)c(C(F)(F)F)c1)c1ccccc1O,1,1,3,29,-2,-75,-29,-8,-53,-4
COCCNc1cc(-c2ccccc2)nc2cc(-c3cccc(F)c3)nn12,1,-4,0,5,-4,-7,-47,4,-24,-19
CCCN(C(=O)c1cc(CC)c(C)s1)c1c(N)n(Cc2ccccc2)c(=O)[nH]c1=O,1,-1,5,2,3,0,3,1,-5,5
CCN1CCN(c2ncnc3sc(C(=O)Nc4ccccc4F)c(C)c23)CC1,0,-7,2,-8,-2,-3,-2,-2,-1,-9
O=S(=O)(Nc1ccc(Br)cn1)c1ccc(Cl)s1,-3,5,0,9,10,-9,5,-5,-5,-12
O=C(CN1CCN(S(=O)(=O)c2ccc(Cl)cc2)CC1)Nc1ccc2c(c1)CCC2,-2,-2,-3,-2,-1,-9,-15,10,2,0
Cc1cccc(NS(=O)(=O)c2ccc(C)c(C(=O)NNC(=O)c3csc(N4CCOCC4)n3)c2)c1,2,5,-1,13,-1,7,-1,-1,1,-2
O=C1C2CCC(C2)C1CN1CCOCC1 (stereo not given),-3,-2,1,1,-3,-1,4,-5,-3,-11
COc1ccc(NC(=O)CCc2nnc3ccc(N4CCC(C)CC4)nn23)cc1OC,-5,1,-5,-7,2,1,1,-10,1,3
CCc1noc(C)c1C(=O)Nc1nc(-c2ccc(NC(C)=O)cc2)cs1,0,2,8,-4,2,-7,-7,1,2,5
CNS(=O)(=O)c1cnccc1N1CCN(c2cccc(C(F)(F)F)c2)CC1,-3,0,1,-5,-1,-1,-10,4,0,-3
Cc1ccc(S(=O)(=O)c2cc3c(=O)n4cccc(C)c4nc3n(CC3CCCO3)c2=N)cc1C (stereo not given),-1,4,2,-1,-1,-1,-1,1,1,-8
COC(=O)c1cc2c(c3c4cc(C)ccc4n(S(=O)(=O)c4ccc(C)cc4)c13)C(=O)N(Cc1ccccc1)C2,-3,0,7,13,3,-4,·,-7,-3,-8
Cc1cc(C2=NNC(=Nc3ccc(S(=O)(=O)N4CCOCC4)cc3)SC2)c(C)n1CC1CCCO1 (stereo not given),-1,5,-3,22,11,4,5,-9,6,11
CCOc1ccccc1N(CC(=O)Nc1ccccc1C(=O)NCc1ccco1)S(C)(=O)=O,4,-3,3,-5,-4,1,-5,-2,2,3
Cc1ccnc(SCCn2c(N3CC(C)OC(C)C3)nc3c2c(=O)n(C)c(=O)n3C)n1 (stereo not given),2,-5,-3,0,-3,-8,-2,-5,-1,-18
CCOc1ccc(OCCC(=O)OCC(=O)Nc2ccc3c(c2)OCCO3)cc1,-3,0,-3,-2,-4,1,10,-3,5,-7
CCOc1ccc(CCNC(=O)Nc2ccccc2C)cc1OCC,-8,-1,2,-7,5,3,6,-6,2,3
C=CCn1c(=O)c2c(nc(-n3nc(C)cc3C)n2C)n(C)c1=O,-9,2,1,3,0,4,5,-1,-5,4
Nn1c(SCC(=O)N2CCOCC2)nnc1-c1cccnc1,6,2,8,0,-1,2,2,1,-59,-1
CN(C)CCNc1nc2sc3c(c2c(=O)n1CCc1ccccc1)CCCCC3,3,0,-2,3,-1,16,10,0,8,-2
CCCN(CCC)CCNC(=O)CN1C(=O)COc2ccc(S(=O)(=O)N3CCOCC3)cc21,0,-4,0,-3,-2,-2,2,4,7,10
CN1NC(=O)c2ccccc2NC1=S,-1,-1,2,2,2,-4,·,4,-3,-5
Cc1c(C(=O)NCCN(C)C)oc2ccc(S(=O)(=O)N3CCC4(CC3)OCCO4)cc12,-2,4,5,-1,4,7,4,-8,2,13
O=C(COC(=O)CNS(=O)(=O)c1cccc(Br)c1)NC(=O)Nc1ccc2c(c1)OCCO2,-2,7,-4,3,-2,-9,-2,5,2,-1
CCOC(=O)c1c(C2CC2)csc1NC(=O)COC(=O)CCS(=O)(=O)c1ccc(C)cc1,4,0,5,1,3,2,0,1,1,-1
COCc1cc(C)nc(OCC(=O)N/N=C/c2ccc(C)cc2)c1C#N,-2,-1,-3,-6,4,-5,-3,-4,3,0
O=C(N/N=C/c1ccc2c(c1)OCO2)c1ccc(Br)o1,-1,8,2,0,6,-14,1,2,-7,1
O=C(CN1C(=O)c2ccccc2C1=O)NC1CCCCCC1,0,3,4,4,-4,-4,7,6,-4,15
O=C(NC1CCCC1)C1CC(O)CN1C(=O)Nc1ccccc1 (stereo not given),1,-6,-2,3,-2,6,1,2,-3,-4
CSc1nc2c(c(=O)[nH]1)C(c1cccc(Cl)c1Cl)CC(=O)N2 (stereo not given),-4,4,1,-1,0,1,·,7,-9,-13
CC(=O)C1=C(O)C(=O)N(CCc2c[nH]c3ccccc23)C1c1ccc(C)cc1 (stereo not given),-1,1,5,16,0,4,-10,-2,3,7
Cc1c(/C=N/N2C(=O)C3C4C=CC(C4)C3C2=O)c2ccccc2n1C (stereo not given),2,-3,0,3,-2,6,2,0,7,9
Cc1cccc(NC(=O)c2ncn3c2C(=O)N[C@H](C)C3)c1,-6,1,-1,3,-1,-4,·,6,-1,6
N=c1c(S(=O)(=O)c2ccc(Br)cc2)cc2c(=O)n3ccccc3nc2n1CCN1CCOCC1,-5,0,5,4,0,0,-11,1,2,4
CCN(CC)c1ccc(N2C(=O)/C(=C/c3cccs3)SC2=S)cc1,5,1,·,-1,2,8,-2,-4,5,-13
COc1cc(CN2CCC(C(=O)NC3CCCC3)CC2)cc(OC)c1O,-2,-4,6,1,3,12,0,2,16,5
COCCNC(=O)c1cc(-c2cccs2)on1,1,2,-1,-1,15,0,-1,-5,8,7
Cc1cc(=O)n2nc(N3CCCC(C(=O)NCCc4ccc(Cl)cc4)C3)sc2n1 (stereo not given),-4,-1,-5,-2,-2,-11,3,-7,-2,-6
CCCCN(CC)CCCNC(=O)c1cc2cc3ccc(C)cc3nc2o1,-2,-7,4,11,0,0,-1,10,-8,4
O=C(c1cc2cc(Br)ccc2oc1=O)N1CCCC1,-2,3,-3,-2,-2,3,0,-3,1,10
Cc1ccc(C)c(OCC(=O)OCc2csc(CC(=O)Nc3ccccc3C)n2)c1,0,3,7,5,2,15,-15,-2,0,-7
Cc1ccc(NC(=O)CSc2sc3c(O)cc(=O)[nH]c3c2C#N)cc1C,3,1,0,40*,2,4,-55,4,-32,-7
O=C(O)CCCN1C(=O)C2C3c4ccccc4C(c4ccccc43)[C@@H]2C1=O (stereo not given in full),-1,-5,5,0,-2,-4,2,6,0,5
CCOc1ccc(NC(=S)NCc2ccco2)cc1,8,1,7,-2,-2,-4,-8,3,3,-3
CCCN1/C(=C(\C#N)C2=NS(=O)(=O)c3ccccc32)N(C)c2ccccc21,0,4,1,1,-4,-8,6,3,2,-7
OC(CNCCC1C=Nc2ccccc21)Cn1c2ccc(Cl)cc2c2cc(Cl)ccc21 (stereo not given),0,-3,-6,15,1,34*,-19,18,27*,-3
Cc1noc(/C=C/c2cccnc2)c1[N+](=O)[O-],3,0,-4,-2,-1,-3,3,6,-6,-8
CN(CC1CCOCC1)C(=O)CC1C(=O)NCCN1Cc1cccc(Oc2ccccc2)c1 (stereo not given),-3,3,-3,-6,2,2,-14,3,5,0
Cc1cc(C(=O)COC(=O)c2ccc[nH]c2=O)c(C)n1-c1ccc(Br)cc1,1,-4,-2,6,1,-8,-8,3,7,-6
COc1ccc(/C=N/NC(=O)c2ccc[nH]2)cc1,0,-5,4,1,2,0,8,-3,-5,-14
COc1ccc(/C(C)=N/N=C(N)N)c(OC)c1,4,-3,1,3,4,8,-3,4,1,2
CCOc1ccc(N2CC(C(=O)Nc3ccccc3N3CCOCC3)CC2=O)cc1 (stereo not given),2,1,0,-7,-4,-5,8,3,1,-1
CS(=O)(=O)N(CC(=O)Nc1ccc(S(=O)(=O)N2CCCC2)cc1)c1ccccc1,4,-1,3,-1,-1,-8,-6,3,4,6

New compounds follow
smiles,LEDGF integ inh,MBD2 DNA inh,GC-B act,rCAG RNA binder,PRMT1 inh,ABHD4 inh,HTRA1 inhibitor,TCR-CD3 inh,SIAE primary,TDP2 absorb
Cc1ccsc1C(=O)N(CC(C)C)c1c(N)n(Cc2ccccc2)c(=O)[nH]c1=O,0,-5,6,-1,-3,-1,-1,4,-1,14
CC(C)[C@H](NS(=O)(=O)c1ccccc1)C(=O)OCC(=O)Nc1cccc(S(N)(=O)=O)c1,-5,0,2,5,1,1,-8,-6,2,7
CCC/C(=N/NC(=O)c1ccccc1Cl)c1ccccc1,5,-3,-2,0,-7,1,-2,3,17*,13
COc1ccc(CNC2CC(=O)N(C)C2=O)cc1 (stereo not given),0,-2,3,1,-2,6,4,-1,1,2
COc1ccc(C(=O)NCc2c(C)oc(C)c2C(=O)O)cc1,2,3,2,17,-1,-1,-2,-1,6,15
CCOc1ccc(C(C(=O)NC2CCCC2)N(CCOC)C(=O)CNC(=O)c2ccco2)cc1 (stereo not given),-1,-6,5,-3,3,2,1,-5,1,1
O=C1N[C@@H](Cc2c[nH]c3ccccc23)C(=O)N[C@H]1Cc1ccccc1,-1,4,8,0,-2,5,13,0,5,8
Cc1sc2ncnc(SCC(=O)Nc3ncccc3O)c2c1C,5,-5,1,22,18,11,5,-4,-4,3
Cc1ccc(NC(=O)C2(C)CCN2Cc2ccc(OC(C)C)cc2)cc1 (stereo not given),-3,1,2,-2,3,-1,·,-6,-4,-6
COc1cc(C2C(C#N)=C(N)OC3=C2C(=O)CC(C)(C)C3)ccc1OCCN1CCOCC1 (stereo not given),2,-7,-3,-4,1,9,1,7,1,14
Cc1cc(=O)n(C)c(=O)n1CCCNc1ccccc1,2,2,1,-2,0,-5,7,-8,1,6

An excerpt; count on the stated rates, not on these rows.
